NALP3 yeast inh = NALP3 inflammasome inhibitors in reconstituted yeast, primary screen, luminescence, uHTS; Yeast reconstituted NLRP3/ASC/caspase-1, beta-gal luminescence, 24 h; inhibition, % at 10 µM; 0.39% of 330,000 active; AID 2825, 2010;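 active means inhibition of 50% or more; inactive means inhibition below 50%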;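 further: plate controls were induced DMSO wells for no effect and uninduced yeast grown without galactose for full effect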
hIAP block = human IAP inhibitors, primary screen, biochemical, luminescence, uHTS; purified IAP, CDP-Star luminescence, 30 min; inhibition, % at 10 µM; 0.12% of 330,000 active; Intestinal-type alkaline phosphatase (Homo sapiens), P09923;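 active means inhibition reaching a set limit with compound at 10 µM in the primary screen, cut at about 35% in these data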;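 further: plate controls were DMSO wells with enzyme for no effect and no-enzyme buffer wells for full effect; values of inactives mirror those of a sister screen read the other way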
TIM10 inh = growth inhibitors of isogenic TIM10 control yeast, primary screen, counter-screen for tim10-1 yeast inhibitor project, luminescence, uHTS. inhibition, % at 10 µM. S. cerevisiae TIM10 strain growth, BacTiter-Glo luminescence, 24 h. 1.4% of 330,000 active;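 active means inhibition of 40% or more at the single tested concentration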;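 further: wild-type TIM10 isogenic control strain grown at permissive 25 °C; 0% = DMSO yeast wells and 100% = minimal medium wells without yeast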
tim10-1 inh = growth inhibitors of tim10-1 mutant yeast, primary screen, luminescence, uHTS; AID 463190, 2010; 2.2% of 330,000 active; inhibition, % at 20 µM; S. cerevisiae tim10-1 ts strain growth, BacTiter-Glo, 24 h;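 active means inhibition of at least 40%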;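 further: mutant grown at 25 °C; 0% = DMSO wells with yeast and 100% = wells holding no yeast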
mIAP activ = activators of mouse IAP, primary screen, biochemical, luminescence, uHTS; intestinal alkaline phosphatase [Mus musculus]; muIAP, CDP-Star luminescence, 30 min; stronger effect = higher value; 1 = vehicle-only enzyme signal, 0 = enzyme-free wells; activation factor at 10 µM; 0.24% of 330,000 active; AID 2805, 2010;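 active means activation factor of at least 2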; further: the source names both 10 and 20 µM as test concentration; values of inactives mirror those of a sister screen read the other way
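System: mouse IAP enzyme. Reagent: CDP-Star chemiluminescent phosphatase substrate. Benchmarks: DMSO wells, no-enzyme wells. Times: 30 min enzyme-substrate-compound incubation at room temperature. Detection: luminescence from enzymatic CDP-Star hydrolysis. Doses: test compounds delivered from DMSO solution.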
mIAP block = inhibitors of mouse IAP, primary screen, biochemical, luminescence, uHTS. intestinal alkaline phosphatase [Mus musculus]. purified mouse IAP, CDP-Star luminescence, 30 min. inhibition, % at 10 µM. 0.2% of 330,000 active. AID 2806, 2010;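 active means inhibition of at least 40% at 10 µM in the primary screen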;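 further: plate controls were DMSO with enzyme for no effect and no enzyme wells for full effect; values of inactives mirror those of a sister screen read the other way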
ATG4B inh = ATG4B protease inhibitors, primary screen, biochemical, fluorescence, uHTS | Cysteine protease ATG4B (Homo sapiens), Q9Y4P1 | ATG4B cleavage of LC3-PLA2, NBD-HPC fluorescence, 1 h | inhibition, % at 8.33 µM | 0.51% of 340,000 active | AID 504462, 2011; in the data active means inhibition above about 40%
hIAP activ = human IAP activators, primary screen, biochemical, luminescence, uHTS | Intestinal-type alkaline phosphatase (Homo sapiens), P09923 | purified human IAP, CDP-Star luminescence, 30 min; stronger effect = higher value; 1 = vehicle-only enzyme, 0 = enzyme-free background | activation factor at 10 µM | 0.16% of 330,000 active | AID 2524, 2010;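 active means activation factor of the enzyme at least 2-fold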; further: the source names both 10 and 20 µM as test concentration; values of inactives mirror those of a sister screen read the other way
Apaf1 inhib = inhibitors of human Apaf-1 apoptosome, primary screen, biochemical, DEVD-Rh110 fluorescence, uHTS; Apoptotic protease-activating factor 1 (Homo sapiens), O14727; AID 489030, 2010; inhibition, % at 20 µM; reconstituted apoptosome caspase-3 activity; 0.71% of 330,000 active; active means inhibition of at least 40% at 20 µM;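 further: plate controls were DMSO wells for no effect and DEVD-CHO caspase inhibitor wells for full effect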
Target sequence (O14727 whole entry, looked up): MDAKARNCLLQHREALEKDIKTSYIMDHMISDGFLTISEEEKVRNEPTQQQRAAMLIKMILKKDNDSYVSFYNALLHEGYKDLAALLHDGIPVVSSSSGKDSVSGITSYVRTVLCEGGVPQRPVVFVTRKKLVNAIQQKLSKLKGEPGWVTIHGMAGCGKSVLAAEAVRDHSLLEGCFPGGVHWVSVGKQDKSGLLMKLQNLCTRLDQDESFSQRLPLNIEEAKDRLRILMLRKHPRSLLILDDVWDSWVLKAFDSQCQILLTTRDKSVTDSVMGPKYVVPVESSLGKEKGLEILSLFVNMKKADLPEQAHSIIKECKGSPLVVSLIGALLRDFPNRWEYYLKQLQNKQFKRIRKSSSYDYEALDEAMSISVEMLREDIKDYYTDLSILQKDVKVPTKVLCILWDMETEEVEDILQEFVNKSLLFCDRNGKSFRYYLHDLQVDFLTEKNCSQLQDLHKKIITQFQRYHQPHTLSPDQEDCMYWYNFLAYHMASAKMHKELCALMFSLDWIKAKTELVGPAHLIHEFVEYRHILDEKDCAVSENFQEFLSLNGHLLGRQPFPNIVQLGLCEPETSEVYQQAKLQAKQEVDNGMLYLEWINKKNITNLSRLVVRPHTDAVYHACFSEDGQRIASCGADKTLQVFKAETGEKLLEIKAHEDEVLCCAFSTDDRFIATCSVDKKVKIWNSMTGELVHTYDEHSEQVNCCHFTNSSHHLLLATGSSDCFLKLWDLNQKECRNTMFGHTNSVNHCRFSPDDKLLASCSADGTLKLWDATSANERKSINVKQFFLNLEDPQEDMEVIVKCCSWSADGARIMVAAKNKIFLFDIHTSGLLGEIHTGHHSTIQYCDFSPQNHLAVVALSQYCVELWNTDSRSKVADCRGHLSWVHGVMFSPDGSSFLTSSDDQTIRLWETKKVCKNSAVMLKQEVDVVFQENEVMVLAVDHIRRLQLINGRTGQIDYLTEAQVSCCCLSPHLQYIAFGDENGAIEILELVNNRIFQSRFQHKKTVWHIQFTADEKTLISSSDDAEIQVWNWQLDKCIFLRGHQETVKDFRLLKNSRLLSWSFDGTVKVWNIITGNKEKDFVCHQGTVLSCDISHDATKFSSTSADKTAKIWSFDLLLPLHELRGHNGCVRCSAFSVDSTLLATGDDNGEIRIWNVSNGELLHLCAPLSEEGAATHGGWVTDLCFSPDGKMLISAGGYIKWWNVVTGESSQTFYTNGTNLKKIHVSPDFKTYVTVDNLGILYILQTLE
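System: reconstituted apoptosome with Apaf-1, cytochrome c, caspase-9, procaspase-3, dATP; Signal: Rh110 fluorescence intensity; Schedule: 30 min compound preincubation, 50 min activation, room temperature; Reagent: cytochrome c trigger plus (Z-DEVD)2-Rh110 caspase-3 substrate.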
Numbers without * were called inactive; . = not tested or not shown. No enrichment for hits; about 4.5% have a hit in one of these screens.

SMILES	NALP3 yeast inh	hIAP block	TIM10 inh	tim10-1 inh	mIAP activ	mIAP block	ATG4B inh	hIAP activ	Apaf1 inhib
CC(C)Cc1ccc(C2=CSC3=NCCN23)cc1	7.7	5.6	-4.7	-10.7	1.1	-10.0	-3.0	0.944	-1.6
CCc1nn2cc(C(=O)c3cc(C)ccc3O)cnc2c1-c1ccc(F)cc1	-41.3	-11.0	5.8	16.9	0.884	11.6	7.2	1.11	-2.4
CC(C)(C)NC(=O)Cn1c(SCC(=O)Nc2nccs2)nc2ccccc21	6.2	6.1	3.3	6.3	0.93	7.0	-6.6	0.939	-2.4
COc1ccc(NC(=O)c2cc(S(=O)(=O)N3CCCCC3)c[nH]2)c(OC)c1	11.3	5.6	14.0	-21.2	1.11	-10.9	-10.8	0.944	9.1
O=C(O)C1CC=CCC1C(=O)Nc1ccccc1C(=O)N1CCN(c2ccc(F)cc2)CC1 (centres undefined)	4.3	-18.0	-16.3	1.5	1.09	-9.1	-1.4	1.18	-1.8
O=C(NCCN1CCCCCC1)c1ccc(N2CCCC2=O)cc1	25.9	-1.5	3.3	8.3	1	0.0	-14.2	1.01	5.8
CCCc1nc2ccccc2c(=O)n1CC(=O)c1ccc(F)cc1	14.9	3.8	-8.9	9.6	0.97	3.0	2.6	0.962	8.7
CC1(C)CC(=O)c2c(O)cc(O)cc2O1	25.9	7.1	4.9	7.7	0.953	4.7	1.8	0.929	-11.2
Cc1nc(C(=O)N(C)C)nn1-c1ccc([N+](=O)[O-])cc1	19.8	7.2	-2.3	6.5	0.956	4.4	-6.6	0.928	5.2
Cc1[nH]nc(SCC(=O)N2CCCCC2)c1[N+](=O)[O-]	-12.9	12.5	-12.0	14.5	0.953	4.7	-14.0	0.875	2.7
CCOC(=O)c1cc2c(n(-c3ccc(Cl)cc3)c1=O)CCCC2=O	5.2	6.8	-7.3	-1.3	1.01	-1.1	5.8	0.932	-5.4
Cc1nn(C(C)C(=O)N2CCOCC2)c(=O)c2nn(-c3ccccc3)c(C)c12 (centres undefined)	9.1	11.4	8.4	-13.7	0.94	6.0	-3.7	0.886	-2.7
C/C(=N\Nc1nnc2c3ccccc3n(C)c2n1)c1ccc(C)o1	23.4	-8.4	21.5	-0.9	0.874	12.6	-14.6	1.08	-5.8
COc1ccccc1N1CCN(C(=O)CCN2C(=O)c3cccc4cccc(c34)C2=O)CC1	4.4	21.5	7.5	16.7	0.976	2.4	-19.3	0.786	19.6
N/C(=N\NS(=O)(=O)c1ccccc1C(F)(F)F)c1ccccn1	15.3	-12.3	11.9	19.4	1.06	-5.7	-6.5	1.12	8.5
CC(C)c1cccc(C(C)C)c1OC(=O)NC(=O)c1c(F)cccc1F	9.0	-6.6	-5.5	21.9	0.971	2.9	3.8	1.07	19.5
CCn1cc(Br)c(C(=O)N2CCN(c3ccccc3)CC2)n1	12.5	6.9	4.3	9.1	1.02	-1.7	7.9	0.931	-9.8
COc1ccc(CCNC(=O)c2cc(C(=O)c3cc(Cl)ccc3O)cn(CCc3ccc(OC)cc3)c2=O)cc1	-8.6	14.7	12.4	20.7	0.928	7.2	-1.4	0.853	1.1
COC(=O)CSc1nnc(-c2ccccn2)n1N	15.2	11.1	11.0	4.7	0.941	5.9	-1.1	0.889	11.6
CN(C)S(=O)(=O)c1cccc(NC(=O)c2n[nH]c(=O)c3ccccc23)c1	-1.6	-11.6	23.8	22.5	1	-0.5	-5.3	1.12	11.7
CCOC(=O)c1csc(NC(=O)C2CCCCC2)n1	10.3	14.0	6.9	18.5	0.941	5.9	-10.5	0.86	8.7
CCCNC(=O)c1cc(-c2ccccc2)c(N2CCCCC2)s1	11.1	-10.5	4.8	-14.0	1.11	-11.1	0.7	1.1	22.3
COc1ccc(Cl)c(NC(=O)Cn2nnc(-c3ccccc3N)n2)c1	21.9	-10.4	5.2	-7.0	0.955	4.5	-9.7	1.1	-12.0
CCC(CC)C(=O)Nc1cc(=O)n(C)c(=O)n1C	7.9	7.7	-9.8	-18.6	1.05	-5.5	1.6	0.923	5.3
Cc1ccc(S(=O)(=O)Cn2nnnc2C(c2ccc(F)cc2)N2CCCCC2)cc1 (centres undefined)	-2.8	-7.8	15.5	9.4	0.911	8.9	16.4	1.08	13.5
C#CC(C)(C)NC(=O)CSc1nc2c(c(=O)n(C)c(=O)n2C)n1CCCC	16.4	6.1	-2.6	0.1	1.02	-1.9	-2.8	0.939	-4.0
COc1ccc(C2CC(=O)c3cnc(N4CCc5ccccc54)nc3C2)c(OC)c1 (centres undefined)	0.9	-14.9	-0.9	13.0	1.06	-5.6	.	1.15	-15.0
O=C(COC(=O)c1c2c(nc3ccccc13)CCCC2)c1cccs1	22.1	-11.5	-11.8	35.0	0.873	12.7	-3.0	1.11	16.2
Cc1cccc(NC(=O)CCCn2c(=S)[nH]c3ccccc3c2=O)c1	14.2	-1.4	19.8	26.0	0.983	1.7	-6.8	1.01	10.4
COCCCn1c(SCC(=O)N2CCc3ccccc32)nnc1-c1ccco1	4.7	14.5	8.7	27.3	0.952	4.8	-5.6	0.855	-1.2
COc1cc(-c2nc(S(=O)(=O)c3ccc(C)cc3)c(N3CCOCC3)o2)cc(OC)c1OC	10.6	-3.0	6.1	19.5	0.893	10.7	-6.0	1.03	-0.3
Cc1nc(C)n(C(C)CNS(=O)(=O)c2ccc(Cl)cc2)n1 (centres undefined)	2.1	0.2	5.6	7.6	1.02	-1.7	-9.8	0.998	-12.8
CNc1nc(SCc2ccccc2)nc(N2CCOCC2)n1	23.6	24.3	-8.3	11.5	1.04	-4.5	11.3	0.757	-6.9
CCOc1nc(Nc2ccc(F)cc2)nc(N2CCN(c3ccc(OC)cc3)CC2)n1	-6.8	4.8	-4.0	-3.6	1.09	-9.5	-3.5	0.952	15.7
CCOC(=O)CNC(=O)CSc1cc(C)nc2ccc(OC)cc12	14.1	-11.7	5.3	-7.1	1.02	-2.0	-1.2	1.12	-1.5
Cc1ccc(NC(=O)c2cc(-c3cccs3)on2)cc1	26.2	-21.7	3.8	10.9	1.09	-9.3	4.1	1.22	-0.2
O=C(NCCS(=O)(=O)N1CCCCCC1)c1ccc(F)cc1	9.5	-0.7	-8.0	-12.0	1.06	-6.4	-9.3	1.01	-2.3
CCOC(=O)c1cn[nH]c1NC(=S)Nc1ccc(OC)cc1	15.5	21.4	13.0	14.2	0.947	5.3	-4.2	0.786	0.4
COc1ccc(NC(=O)CCNS(=O)(=O)c2ccccc2F)cc1S(N)(=O)=O	12.9	-4.8	2.1	-1.0	1.01	-1.0	2.9	1.05	-9.7
CCn1c(CNc2ccc(F)cc2)nnc1SCCN1CCCCC1	6.2	-10.0	-9.4	4.3	0.965	3.5	-17.1	1.1	1.0

Whole records from above:
`CCOc1nc(Nc2ccc(F)cc2)nc(N2CCN(c3ccc(OC)cc3)CC2)n1` across the screens: NALP3 yeast inh: -6.8; hIAP block: 4.8; TIM10 inh: -4.0; tim10-1 inh: -3.6; mIAP activ: 1.09; mIAP block: -9.5; ATG4B inh: -3.5; hIAP activ: 0.952; Apaf1 inhib: 15.7
`Cc1ccc(NC(=O)c2cc(-c3cccs3)on2)cc1` across the screens: NALP3 yeast inh: 26.2; hIAP block: -21.7; TIM10 inh: 3.8; tim10-1 inh: 10.9; mIAP activ: 1.09; mIAP block: -9.3; ATG4B inh: 4.1; hIAP activ: 1.22; Apaf1 inhib: -0.2

Following part:
SMILES	NALP3 yeast inh	hIAP block	TIM10 inh	tim10-1 inh	mIAP activ	mIAP block	ATG4B inh	hIAP activ	Apaf1 inhib
CCOc1ccccc1OCCCCCc1c(C)n[nH]c1C	14.9	-9.9	3.3	39.3	0.912	8.8	-16.5	1.1	9.9
CCOc1ccc(CCNC(=O)CS(=O)(=O)Cc2nc(-c3ccc(OC)cc3)oc2C)cc1	15.7	-17.6	3.9	-7.4	1.04	-3.9	-4.2	1.18	13.0
CC(C)CC1NC(=O)N(CC(=O)Nc2ccc(OCc3ccccc3)cc2)C1=O (centres undefined)	11.4	-7.4	-12.2	-12.9	1.05	-5.1	-1.2	1.07	18.2
O=C(C1CCN(S(=O)(=O)c2cc(Cl)ccc2Cl)CC1)N1CCOCC1	12.8	5.7	-21.8	-6.0	1.13	-13.2	2.3	0.943	8.4
O=C(C1=C[C@@H](C2CCCCC2)C[C@@H](OCc2ccc(CO)cc2)O1)N1CCN(Cc2ccc3c(c2)OCO3)CC1	29.0	3.3	-66.3	24.3	0.991	0.9	-16.8	0.967	27.1
CC(C)CN(C(=O)CN(C)S(=O)(=O)c1ccc(Cl)cc1)C1CCS(=O)(=O)C1 (centres undefined)	16.1	-7.6	-2.1	-2.4	1.03	-2.8	-1.6	1.08	8.3
O=C(OC1CCOC1=O)c1cccc(S(=O)(=O)Nc2cccc(Cl)c2)c1 (centres undefined)	19.9	18.2	9.4	2.5	0.976	2.4	-3.4	0.818	4.3
CCn1c(=O)cc(N2CCN(C(=O)c3ccco3)CC2)[nH]c1=O	11.4	1.4	-22.7	6.5	0.985	1.5	-2.2	0.986	-29.3
Cc1ccc(NC(=O)c2ccc(OC(=O)c3cc4ccccc4o3)cc2)cc1	0.3	-4.3	5.6	9.2	1.01	-0.8	-6.0	1.04	7.7
COc1ccc(C)cc1S(=O)(=O)N1CCCC(C(=O)N2CCN(c3ccccc3F)CC2)C1 (centres undefined)	25.4	19.8	-0.4	18.8	1.11	-10.9	8.7	0.802	24.2
O=C(CSCc1ccco1)N1CCc2ccccc21	39.7	2.1	-0.1	0.3	0.887	11.3	-9.6	0.979	9.2
CCn1nnnc1SCC(=O)NCc1cccs1	11.5	5.3	-4.7	12.1	0.914	8.6	-6.4	0.946	-5.4
O=C1CCCC2=C1Sc1ccccc1N2	7.4	1.3	16.8	8.9	0.934	6.6	2.8	0.987	-15.0
CC(C)CCOP(=O)(c1ccc(N(C)C)cc1)C(O)c1ccccc1F (centres undefined)	5.7	19.9	50.1*	32.4	1.07	-7.3	1.1	0.801	3.0
Clc1ccc(-c2nnc(-c3cccnc3)o2)cc1	28.9	-26.3	7.7	10.8	0.992	0.8	-4.4	1.26	4.6
OCCNCCO	10.9	-8.4	-3.3	5.5	0.959	4.1	-20.0	1.08	-7.3
Cn1cc([N+](=O)[O-])c(C(=O)N2CCN(Cc3ccc4c(c3)OCO4)CC2)n1	5.3	-6.6	2.3	7.2	1.11	-11.1	3.8	1.07	8.2
CCOC(=O)/C(C#N)=C1/C=C(C)NC(c2ccccc2O)=N1	20.6	-2.5	3.5	24.2	1.03	-3.5	20.5	1.02	10.5

Assay outcomes deposited in PubChem BioAssay by Sanford-Burnham Center for Chemical Genomics.
